CR mimetic SO: caloric restriction mimetics inhibiting age-related superoxide in yeast | S. cerevisiae aged cells, superoxide DHE fluorescence; active compounds read low | superoxide response (% of plate mean), % at 10 µM | 330,000 tested, 0.18% active | AID 2690;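 active = superoxide response under a set limit, about three screen SD below normal, cut at about 65% in these data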;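 note: yeast aged for seven days with compound at 30 °C before DHE staining; 100% = average MFI of all compound-treated wells on the plate with controls excluded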
LAP4 TOR yeast: yeast TOR pathway LAP4-GFP modulation; S. cerevisiae LAP4-GFP multiplex, flow cytometry GFP, 3 h; median GFP as percent of DMSO wells; GFP response vs DMSO, % at 10 µM; 320,000 tested, 0.34% active; AID 2023;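 active = GFP response vs DMSO above a set limit, about the screen mean plus 3 SD, cut at about 150% in these data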
MEP2-GFP yeast: modulators of TOR pathway MEP2-GFP in S. cerevisiae | S. cerevisiae MEP2-GFP strain, flow cytometry GFP, 3 h; 100% = DMSO control level | GFP response vs DMSO, % at 10 µM | 330,000 tested, 0.51% active;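 active = GFP response versus DMSO above a set limit, roughly screen mean plus 3 SD, cut at about 180% in these data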;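 note: median GFP fluorescence of the barcode-gated MEP2-GFP cells per well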
AHR activator: activates the human aryl hydrocarbon receptor | P35869 | AHR-responsive luciferase reporter cells, luminescence | activation, % at 5 µM | 320,000 tested, 2.5% active | AID 2796; in the data active = activation above about 47%;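 note: 0% = vehicle wells and 100% = reference agonist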
Target sequence (P35869 whole entry, looked up): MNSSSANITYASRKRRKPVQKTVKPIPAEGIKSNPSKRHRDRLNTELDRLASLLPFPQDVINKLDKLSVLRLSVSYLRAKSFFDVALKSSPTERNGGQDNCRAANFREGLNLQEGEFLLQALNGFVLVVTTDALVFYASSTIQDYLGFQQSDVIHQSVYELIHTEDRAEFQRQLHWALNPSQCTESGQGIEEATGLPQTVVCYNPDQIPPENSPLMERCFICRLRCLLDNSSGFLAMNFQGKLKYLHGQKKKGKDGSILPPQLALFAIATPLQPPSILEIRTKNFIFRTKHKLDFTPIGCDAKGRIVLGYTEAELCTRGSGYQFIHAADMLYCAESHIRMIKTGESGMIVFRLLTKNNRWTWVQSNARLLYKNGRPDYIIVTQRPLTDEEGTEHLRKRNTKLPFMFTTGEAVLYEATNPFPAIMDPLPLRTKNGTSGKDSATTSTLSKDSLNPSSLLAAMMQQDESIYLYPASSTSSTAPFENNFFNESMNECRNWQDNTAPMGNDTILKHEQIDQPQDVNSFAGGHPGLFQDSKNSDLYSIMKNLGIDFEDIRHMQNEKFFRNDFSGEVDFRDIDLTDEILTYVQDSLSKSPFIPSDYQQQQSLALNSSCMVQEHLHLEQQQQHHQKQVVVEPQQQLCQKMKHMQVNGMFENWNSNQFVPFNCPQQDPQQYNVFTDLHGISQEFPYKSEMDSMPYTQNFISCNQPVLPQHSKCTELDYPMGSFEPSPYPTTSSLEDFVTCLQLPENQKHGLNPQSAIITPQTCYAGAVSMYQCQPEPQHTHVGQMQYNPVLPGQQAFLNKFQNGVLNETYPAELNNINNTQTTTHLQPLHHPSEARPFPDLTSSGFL
RPL19A TOR yeast: modulators of TOR pathway RPL19A-GFP in S. cerevisiae. S. cerevisiae RPL19A-GFP strain, flow cytometry, 3 h; active compounds read low. percent response vs DMSO, % at 10 µM. 330,000 tested, 0.3% active;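 active = percent response vs DMSO below 50%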;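 note: median channel GFP fluorescence of the barcoded RPL19A-GFP strain; ratio of sample median GFP to plate DMSO average so 100% = DMSO; lower means less RPL19A-GFP as with rapamycin TOR inhibition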
AGP1-GFP MLPCN: yeast TOR pathway AGP1-GFP modulation. S. cerevisiae AGP1-GFP multiplex flow cytometry, 3 h; GFP as percent of DMSO wells. GFP response vs DMSO, % at 10 µM. 320,000 tested, 0.02% active. AID 2066;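 active = GFP response relative to DMSO above a set limit, near screen average plus 3 SD, cut at about 150% in these data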;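 note: median GFP channel fluorescence of the gated AGP1 strain per well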
CIT2 TOR yeast: yeast TOR pathway CIT2-GFP modulation | S. cerevisiae CIT2-GFP strain, flow cytometry, 3 h; 100 means same as DMSO wells | GFP response vs DMSO, % at 10 µM | 320,000 tested, 0.065% active;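 active = GFP response relative to DMSO above a set limit, near the screen mean plus 3 SD, cut at about 150% in these data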;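 note: ratio of well median GFP fluorescence to mean of DMSO wells on the plate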
Efflux pump inh: inhibitors of Candida antifungal efflux pumps expressed in yeast; S. cerevisiae Candida pump triplex, Nile Red efflux; inhibition, % at 10 µM; 330,000 tested, 0.44% active; AID 485275;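 active = plate passing quality check with inhibition over a set limit, or well fluorescence over plate mean plus 4 SD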;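 note: Nile Red retained in pooled yeast measured as flow cytometry median fluorescence; 0% = buffer negative control and 100% = Enniatin B positive control; higher means more Nile Red kept so more efflux inhibition; some compounds called inactive have numbers as strong as hits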
* hit, by the source's call; nt = no result given.

SMILES	AHR activator	MEP2-GFP yeast	Efflux pump inh	CIT2 TOR yeast	RPL19A TOR yeast	LAP4 TOR yeast	AGP1-GFP MLPCN	CR mimetic SO
CCC(O)CNC(=O)CCc1nnc(C2(c3ccc(Cl)cc3)CCC2)o1 (stereo not drawn)	0	100	0.0	102	95	103	100	95
Cc1ccc(NC(=O)C2Cc3ccccc3CN2C(=O)c2ccccc2)cc1Cl (stereo not drawn)	0	100	-0.3	100	107	100	106	99
COc1cc(CN2CCNC(=O)C2CC(=O)N2CCc3ccccc3C2)cc(OC)c1 (stereo not drawn)	2	101	-0.1	105	106	97	100	103
Cc1cc(C)n2nc(C)c(Br)c2n1	5	102	0.2	101	105	80	86	111
CC1CC(CN)CC(CO)C1 (stereo not drawn)	0	100	-0.1	95	98	106	103	97
ClC(Cl)(c1nnnn1-c1ccccc1)c1nnnn1-c1ccccc1	3	83	-0.2	86	93	232*	64	111
Cc1onc(-c2ccccc2Cl)c1C(=O)N1CCN(Cc2ccc3c(c2)OCO3)CC1	22	113	0.2	100	95	105	99	95
COc1ccc(N2CCN(C(=O)c3ccc4c(=O)n5c(nc4c3)CCCCC5)CC2)cc1	1	98	-0.1	105	100	100	103	95
O=C(C1Cc2ccccc2CN1S(=O)(=O)c1cccs1)N1CCCCCC1 (stereo not drawn)	0	98	0.0	91	96	104	108	86
COC(=O)Cc1cc(=O)[nH]c(/N=C(\N)Nc2ccc(C(C)C)cc2)n1	17	97	-0.1	98	96	99	102	97
CCCCC(NC(C)=O)c1nc2ccccc2n1CCC (stereo not drawn)	1	116	0.1	92	100	110	113	105
CCCN(CC1CC1)C(=O)COC(=O)c1[nH]c(C)c(C(=O)OCC)c1C	4	101	0.0	98	97	102	94	108
COC(=O)c1cn(NC(=O)c2cccc(N(C)C)c2)c(=O)c2ccccc12	2	98	0.0	93	95	99	98	97
COc1ccc(-c2cc(C(=O)c3c(N)n(C)c(=O)n(C)c3=O)c3ccccc3n2)cc1	5	97	-0.1	97	101	98	102	95
c1ccc(C(c2nnnn2Cc2ccco2)N2CCN(c3nc4ccccc4s3)CC2)cc1 (stereo not drawn)	2	99	-0.1	106	102	111	nt	107
CCN1C(=O)/C(=C/c2cccs2)S/C1=N\S(=O)(=O)c1ccc(C)cc1	0	98	0.8	92	97	85	94	107

Pulled by compound from the list above, two records:
SMILES	AHR activator	MEP2-GFP yeast	Efflux pump inh	CIT2 TOR yeast	RPL19A TOR yeast	LAP4 TOR yeast	AGP1-GFP MLPCN	CR mimetic SO
COC(=O)c1cn(NC(=O)c2cccc(N(C)C)c2)c(=O)c2ccccc12	2	98	0.0	93	95	99	98	97
CCCN(CC1CC1)C(=O)COC(=O)c1[nH]c(C)c(C(=O)OCC)c1C	4	101	0.0	98	97	102	94	108

Next section
SMILES	AHR activator	MEP2-GFP yeast	Efflux pump inh	CIT2 TOR yeast	RPL19A TOR yeast	LAP4 TOR yeast	AGP1-GFP MLPCN	CR mimetic SO
CCOC(=O)c1sc2nc(C)nc(SCC(N)=O)c2c1C	5	105	0.0	111	102	101	99	97
C=Cn1cc[n+](CC(=O)c2ccc(Br)s2)c1	1	105	0.0	108	106	90	109	110
Brc1ccc(-c2nnc(Cc3ccccc3)o2)cc1	1	91	-0.2	93	98	112	96	85
O=C(N/N=C/c1c(O)ccc2ccccc12)Nc1ccccc1	21	104	0.1	102	101	107	99	102
NC(=NC(=O)c1ccc(OC(F)(F)F)cc1)c1ccc(C(F)(F)F)cn1	0	94	-0.1	108	99	108	108	62*
CC(C)(C)S(=O)(=O)c1cnc(N2CCCCC2)nc1N	0	103	0.1	104	94	122	111	100
COc1cccc(CNc2ccc(N3CCCCC3)cc2)c1OC	1	91	0.0	100	91	88	nt	92
CCCn1nc(C(=O)NNC(=O)Cc2ccc(S(=O)(=O)N3CCOCC3)s2)c2ccccc2c1=O	6	106	0.1	95	103	109	103	128
Cn1c(COc2cccc3cccnc23)nnc1SCC(=O)O	0	94	-0.1	94	95	94	96	79
CN1CC(=O)N(CC(=O)NC2CCCCC2)C1=O	-1	94	-0.2	102	93	88	94	69
COc1cccc(C(=O)CSc2nnnn2C2CCCCC2)c1	8	96	0.2	86	98	98	97	86
CC1=C(C(=O)OCc2ccccc2)C(c2ccc([N+](=O)[O-])cc2)NC(=O)N1CCCC(=O)O (stereo not drawn)	1	105	-0.1	116	107	87	93	102
CCCCCCCC(=O)NNC(=O)c1c(O)c2ccccc2[nH]c1=O	0	93	-0.1	98	99	97	100	76
CCc1ccc(CN2CCC(C(=O)Nc3ccc(Oc4ccccc4)nc3)CC2)o1	3	116	0.0	101	98	91	98	104
NC(=O)c1ccc(NC(=O)CCc2nc3sc4c(c3c(=O)[nH]2)CCCC4)cc1	4	93	0.0	98	100	101	105	92
O=C(NCC1CC1)Nc1ccccc1	nt	102	0.0	98	104	89	97	105
N#Cc1cc2c(nc1SCC(=O)O)CCCC2	3	99	-0.1	95	98	101	nt	104
COCC(C)NC(=O)/C=C/c1ccc(OC)cc1 (stereo not drawn)	10	105	0.0	103	104	101	100	91
CCc1ccc(NC(=O)COc2ccc(F)cc2C(=O)c2cnn(-c3ccccc3)c2)cc1	22	102	-0.2	102	105	94	96	103
O=C(N/C(=C/c1cccs1)C(=O)N1CCCCCC1)c1ccccc1	1	106	0.1	111	104	105	108	83
Cc1oc(C(C)(C)C)cc1C(=O)NCC(=O)NCC(=O)O	2	103	-0.1	107	105	100	111	99
CC(=O)c1ccc(NCC(=O)N2CCN(S(=O)(=O)c3ccccc3)CC2)cc1	0	99	0.1	93	97	95	97	89
N#Cc1cnc(Oc2ccc(Cl)cc2)nc1N	1	103	-0.1	97	100	91	94	109
CC(c1ccccc1)N1C(=O)c2cccnc2C1=O (stereo not drawn)	-3	109	0.0	100	103	90	99	93
O=C(Nc1ccc2c(c1)OCO2)c1ccc2c(c1)S(=O)(=O)c1ccccc1C2=O	11	95	0.0	88	102	107	90	105
O=c1cc(O)c2sc3nc4c(c(C(F)(F)F)c3c2[nH]1)CCCCC4	-5	106	0.0	98	101	103	97	100
COc1ccc(-c2nn(-c3ccccc3)cc2/C=N/n2cnnc2)cc1OC	36	95	-0.2	98	91	93	95	103
CCOc1ccccc1NC1c2ccccc2C(=O)N1c1cccnc1 (stereo not drawn)	1	109	0.0	96	100	115	105	93
COCC(C)n1c(C)cc(C(=O)COC(=O)/C=C/c2cccc(F)c2)c1C (stereo not drawn)	-2	105	0.0	103	108	100	91	94
O=C(Nc1nnc(SCC(=O)N2CCOCC2)s1)c1ccccc1Cl	2	101	0.1	94	96	96	103	104
CN(C(=O)CSc1nncn1C)C1CCCN(Cc2ccccc2F)C1 (stereo not drawn)	0	98	-0.1	102	100	104	103	105
CCn1c(SCCC(=O)O)nnc1-c1cccnc1	0	100	0.1	101	99	94	104	90
COc1ccc(S(=O)(=O)Nc2ccc3ccccc3c2)cc1C	10	95	-0.4	90	96	121	93	89
NC1=NC(c2ccccc2)=NC1(NC(=O)c1ccccc1)C(Cl)Cl (stereo not drawn)	-2	98	-0.1	95	96	103	106	102
O=C(Nc1ccc(NC(=O)c2sc3ccccc3c2Cl)cc1)c1ccco1	4	107	0.1	97	105	98	93	119
Cc1nc2n(COCCO)cnn2c(=O)c1Br	4	106	-0.1	100	111	89	104	110
CSc1ccccc1NC(=O)CN(C)CC(=O)Nc1ccc(S(=O)(=O)N2CCCC2)cc1	0	102	0.1	100	100	94	100	90
CC1Cc2ccccc2N1C(=O)CSc1nnc(CSc2ncccn2)n1C (stereo not drawn)	2	104	-0.1	95	94	99	96	77
CCN(CC)C(=O)C1=C(C)NC(=S)NC1c1cn(-c2ccccc2)nc1-c1ccc(Cl)cc1 (stereo not drawn)	1	114	0.2	91	107	101	102	103
O=C(NC1CCCCC1)c1ccc(CNc2c(N3CCOCC3)c(=O)c2=O)cc1	-6	110	0.1	94	95	88	93	104
COc1ccc(N2CCN(C(=O)CNC(=O)c3cn(-c4ccccc4OC)c(=O)c4ccccc34)CC2)cc1	2	99	0.0	100	102	103	101	108
O=C(Cn1nnc(-c2ccccc2Cl)n1)N/N=C/c1ccc(-c2cccc(Cl)c2)o1	-2	95	-0.2	98	108	94	103	95
COc1ccc(CCNC(=S)c2ccccc2)cc1OC	-2	101	0.2	90	101	99	94	104
COc1ccc(C(=O)NC2CCCCC2)cc1S(=O)(=O)N1CCOCC1	-1	106	-0.1	102	106	108	106	92
NNC(=O)CCc1nc2ccc(O)cc2[nH]1	10	97	0.3	95	96	93	93	111
COc1ccc(NC(=O)c2ccc3nc(C)sc3c2)cc1	-10	120	0.4	106	107	97	96	97
CCN(CC(=O)Nc1c(F)cccc1F)C(=O)c1cc2ccccc2oc1=O	1	147	0.1	105	97	120	103	101
Cn1c(SCc2cccc(Br)c2)nc2c1c(=O)[nH]c(=O)n2C	5	104	-0.1	110	102	97	104	96
Cc1cccc(C(=O)NNC(=O)CCC(=O)Nc2cccc(Cl)c2C)c1	-4	97	4.0	95	99	92	95	116
CCCc1nc(SCC(=O)N2CCCC2)c2c(=O)n(C)c(=O)n(C)c2n1	4	96	0.2	nt	94	75	90	97
C=C(C)C(=O)OCC(C)C	3	96	0.0	89	102	114	96	89
Cc1ccc(S(=O)(=O)N2CCN(c3ccc(C(F)(F)F)cc3[N+](=O)[O-])CC2)cc1	-5	100	-0.3	100	101	94	99	98
COc1ccc(/C=C2\SC(=O)N(CC(=O)NNC(=O)c3ccccc3O)C2=O)cc1OC	21	117	-0.2	105	105	102	104	101
O=C(CCCc1nc2ccccc2s1)NCc1ccccc1	2	111	-0.4	101	104	103	105	102
COc1ccccc1NC(=O)c1ccc(Br)o1	33	96	-0.2	107	96	nt	90	121
COc1ccc(CCNC(=O)COc2ccc([N+](=O)[O-])cc2)cc1	0	100	0.1	92	95	97	95	95

The results go on.
SMILES	AHR activator	MEP2-GFP yeast	Efflux pump inh	CIT2 TOR yeast	RPL19A TOR yeast	LAP4 TOR yeast	AGP1-GFP MLPCN	CR mimetic SO
O=C(Nc1ccnn1C1CCN(Cc2ccccc2)CC1)C1CCCC1	0	102	-0.1	107	104	85	99	95
O=C1CNC(=O)/C1=C\c1ccc(O)cc1	-2	106	1.2	101	113	88	100	107
NC(CSC12CC3CC(CC(C3)C1)C2)C(=O)O (stereo not drawn)	0	94	0.0	88	92	110	101	96
O=c1[nH]c(SCc2ccc(Cl)cc2)nc2ccccc12	2	103	0.0	103	106	99	104	119
COCCCNC(=O)CNC(=O)c1nn(-c2ccc(OC)cc2OC)c(=O)c2ccccc12	0	98	0.0	107	103	97	103	109
Cc1cc(NC(=O)COC(=O)c2nccnc2N)n(-c2ccccc2)n1	2	108	0.0	101	103	108	111	104
Cc1c(Cl)cccc1NS(=O)(=O)c1ccc2c(c1)C1C=CCC1C(c1ccc(C(=O)O)cc1)N2 (stereo not drawn)	0	94	-0.2	95	91	91	89	99
COc1cccc2c(Cl)c(CC=C(Cl)Cl)c(C)nc12	32	102	0.1	93	99	110	103	112
Cc1ccc(NC(=O)N2CCC(NC(=O)c3cccc(F)c3)CC2)cc1	-2	103	-0.1	103	103	91	104	84
CC(C)N(C(=O)[C@H]1CC(CC(=O)NCCCn2ccnc2)C(=O)N2CCc3c([nH]c4ccccc34)[C@]12C)C(C)C (stereo partly drawn)	2	82	0.1	82	74	83	73	91
Cc1ccc(C)c(-n2nnnc2SCC(=O)NCC2CCCO2)c1 (stereo not drawn)	0	105	0.1	99	101	108	106	136

Screening results: PubChem BioAssay, several laboratories
